# KCNQ2 block: KCNQ2 channel blockers in CHO-K1 cells – cell-based, FluxOR thallium flux, B-score, primary screen (AID 2156); actives 1.1% (n = 310,000); O88943; 20 min; active compounds read low; B-score at 10 µM;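 active means fluorescence ratio B-score at most minus 3 library SDs, with starting brightness B-score within 2 library SDs, cut at about -5.5 in these data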
# Kir21 block: inhibitors of mouse Kir2.1 inward-rectifier potassium channel; HEK293-Kir2.1, FluxOR thallium flux fluorescence; active compounds read low; AID 1672; B-score at 10 µM; actives 0.85% (n = 310,000);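 active means fluorescence ratio B-score at or below minus 3 SD of library scores, with starting-brightness B-score within 2 SD, cut at about -4.2 in these data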;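 further: channel flux triggered by added potassium and thallium sulfate stimulus; B-score of peak minus minimum fluorescence over baseline after thallium stimulus; more negative B-score means stronger Kir2.1 block with less thallium influx; some compounds called inactive have numbers as strong as hits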
# Target sequence (P35561 whole entry, looked up): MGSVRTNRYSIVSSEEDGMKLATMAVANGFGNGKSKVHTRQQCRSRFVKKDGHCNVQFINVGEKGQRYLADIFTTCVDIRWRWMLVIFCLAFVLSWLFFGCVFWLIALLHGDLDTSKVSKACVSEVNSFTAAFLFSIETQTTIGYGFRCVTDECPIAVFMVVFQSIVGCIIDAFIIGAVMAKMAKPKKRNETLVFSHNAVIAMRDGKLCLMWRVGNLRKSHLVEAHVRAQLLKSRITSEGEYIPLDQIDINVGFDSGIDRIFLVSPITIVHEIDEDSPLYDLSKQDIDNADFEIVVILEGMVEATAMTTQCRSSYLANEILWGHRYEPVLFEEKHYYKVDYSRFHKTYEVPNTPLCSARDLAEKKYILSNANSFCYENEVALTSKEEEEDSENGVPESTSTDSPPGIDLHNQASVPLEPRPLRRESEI
# STK33 kinase inh: blocks human STK33 kinase activity | Q9BYT3 | purified STK33, MBP phosphorylation, ADP-Glo luminescence | inhibition, % at 10 µM | actives 0.073% (n = 320,000);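 active means inhibition at or above 25%, using the most active replicate where run in duplicate; inactive means inhibition below 25%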
# Target sequence (Q9BYT3 whole entry, looked up): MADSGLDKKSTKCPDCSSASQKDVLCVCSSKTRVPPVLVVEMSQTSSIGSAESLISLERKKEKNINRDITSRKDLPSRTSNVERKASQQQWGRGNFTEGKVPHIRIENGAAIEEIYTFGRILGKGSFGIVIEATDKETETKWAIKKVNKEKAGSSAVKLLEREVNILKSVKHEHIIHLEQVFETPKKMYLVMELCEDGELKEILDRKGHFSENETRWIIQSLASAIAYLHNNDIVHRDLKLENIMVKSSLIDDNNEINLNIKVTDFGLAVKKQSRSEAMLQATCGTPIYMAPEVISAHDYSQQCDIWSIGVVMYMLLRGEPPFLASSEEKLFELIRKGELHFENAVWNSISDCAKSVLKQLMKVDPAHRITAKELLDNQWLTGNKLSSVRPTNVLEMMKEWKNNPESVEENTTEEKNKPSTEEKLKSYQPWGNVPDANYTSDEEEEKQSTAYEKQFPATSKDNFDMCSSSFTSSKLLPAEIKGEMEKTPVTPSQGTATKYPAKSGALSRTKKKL
# * marks the source's active call; other numbers are inactive results; i = inactive; nt = not tested or not shown.
SMILES,KCNQ2 block,Kir21 block,STK33 kinase inh
CC1(C)CC(NC(=O)c2cc(S(=O)(=O)N3CCCCC3)ccc2Cl)CC(C)(C)N1,i,0.77,-0.9
Cc1ccc(OCCCn2ccnc2)cc1C,i,0.15,-2.8
O=C(Cc1ccccc1)NCc1ccc(-n2cccc2)cc1,i,-0.04,-2.3
COC(=O)c1cc(NS(=O)(=O)c2ccc(F)cc2)ccc1N1CCOCC1,i,-1.93,-0.6
C=CCNC(=O)COc1coc(CN2CCN(C(=O)c3ccco3)CC2)cc1=O,i,1.66,-1.3
Cc1ccccc1C(=O)NNC(=O)c1ccc(F)cc1,i,1.15,-0.8
CCOc1ccc(NC(=O)c2cc3c(C)nc4ccccc4c3o2)cc1,i,0.62,-0.5
Cn1c(SCC(=O)Nc2nccs2)nnc1C1CC1,i,-1.53,-0.9
COc1ccccc1NC(=S)Nc1ccc2cn[nH]c2c1,i,-0.44,-1.7
COc1cc(/C=c2\s/c(=C(/C#N)C(=O)N3CCCC3)n(-c3ccccc3)c2=O)ccc1O,i,2.1,0.9
O=C1NC(c2ccccc2OC(F)F)Oc2ccccc21 (stereo not given),i,-1.15,-2.0
O=C(CSc1ccccc1)NC(=O)NCc1ccccc1,i,-0.02,-1.7
O=C(N/N=C/c1ccc(O)c(O)c1)c1cc(-c2ccccc2)nc2ccccc12,i,-0.7,-3.7
CCc1nc2c3cnn(-c4cc(Cl)ccc4C)c3ncn2n1,i,0.5,0.0
CC1CCCN(S(=O)(=O)c2ccc(CN3C(=O)c4cccnc4C3=O)cc2)C1 (stereo not given),i,-0.11,0.5
O=c1c2ccccc2nnn1CCO,i,1.1,-1.4
CC(=O)NCCn1c(SCC(=O)NCc2ccco2)nc2ccccc2c1=O,i,-1.02,-2.3
O=c1nc2scc(-c3ccccc3)n2c2ccccc12,i,1.83,-1.8
CCOc1ccc(N/C=C/C(=O)c2ccc3ccccc3c2)c([N+](=O)[O-])c1,i,0.61,-0.4
COc1cccc(CN(C)CC(=O)NC(=O)NCc2ccco2)c1,i,0.07,3.5
CC1CCN(Cc2c(C(=O)N3CCc4ccccc4C3)nc3ccc(Cl)cn23)CC1,-5.8*,-0.93,-1.5
O=C(CCNC(=O)c1ccc(Cl)cc1)Nc1ccccc1N1CCCC1,i,0.1,-2.3
COc1ccc(OCC(=O)N2CCN(C(=O)COc3ccccc3)CC2)cc1,i,1.74,-1.6
O=C(N=C1SC2CS(=O)(=O)CC2N1c1ccc(OC(F)(F)F)cc1)C1CC1 (stereo not given),i,0.07,-0.4
Cc1cccc(C2Nc3ccccc3C(=O)N2CCc2ccccc2)n1 (stereo not given),i,-2.28,-0.5
CSCC(=O)NS(=O)(=O)c1ccc(C)cc1,i,1.35,0.8
Cc1ccnc2nc(C(=O)OCC(=O)c3c[nH]c4ccccc34)nn12,i,-0.84,0.1
CCOc1cc(C=C2C(=O)c3ccccc3C2=O)ccc1OCC(=O)Nc1ccc(C)cc1,i,-0.25,-1.2
COc1ccc(-c2noc(COc3ccc(Cl)c(C)c3)n2)cc1,i,-0.94,-2.0
CC1CCCC(C)N1C(=O)CSc1nnc(-c2c[nH]c3ccccc23)o1 (stereo not given),i,0.66,-0.1

# Quoted at random: 4 compounds from above.
SMILES,KCNQ2 block,Kir21 block,STK33 kinase inh
COc1ccc(OCC(=O)N2CCN(C(=O)COc3ccccc3)CC2)cc1,i,1.74,-1.6
COc1ccc(-c2noc(COc3ccc(Cl)c(C)c3)n2)cc1,i,-0.94,-2.0
CC1CCCC(C)N1C(=O)CSc1nnc(-c2c[nH]c3ccccc23)o1 (stereo not given),i,0.66,-0.1
O=C(N=C1SC2CS(=O)(=O)CC2N1c1ccc(OC(F)(F)F)cc1)C1CC1 (stereo not given),i,0.07,-0.4

# Following part:
SMILES,KCNQ2 block,Kir21 block,STK33 kinase inh
Cc1ccc(-c2cc(C(F)(F)F)n3ncc(C(=O)N4CCCCC4c4cccnc4)c3n2)cc1 (stereo not given),i,1.98,-0.5
COC(=O)c1c(NC(=O)CN2C(=O)NC3(CCC(C(C)(C)C)CC3)C2=O)sc2c1CCCCC2 (stereo not given),i,-0.51,-1.4
COc1ccc(N2CCN(CC(O)COc3cc(C)cc(C)c3)CC2)cc1 (stereo not given),i,0.3,6.1
Cc1cc(C)cc(NC(=O)CSc2ncc(S(=O)(=O)c3ccccc3)c(=O)[nH]2)c1,i,1.71,-0.5
Cc1cc(-c2n[nH]c(=S)n2-c2ccccc2)nn1C,i,-0.4,-0.5
Cc1ccc(Nc2ccc([N+](=O)[O-])nc2[N+](=O)[O-])cc1,i,0.73,-0.7
CC1CCC(NC(=O)CCS(=O)(=O)c2ccc3c(c2)CCN3C(=O)C2CC2)CC1 (stereo not given),i,0.25,-1.0
CCOC(=O)N1CCC(NC(=O)CS(=O)(=O)Cc2nc(-c3ccc(OC)cc3)oc2C)CC1,i,-1.98,0.5
O=C(CSCc1ccc(Cl)cc1)Nc1cc([N+](=O)[O-])ccc1O,i,-1.32,-0.3
CN1C(=O)CSc2ccc(NC(=O)N3CCOCC3)cc21,i,1.43,-1.9

# Entries above with a furan ring, fused or not (four):
SMILES,KCNQ2 block,Kir21 block,STK33 kinase inh
C=CCNC(=O)COc1coc(CN2CCN(C(=O)c3ccco3)CC2)cc1=O,i,1.66,-1.3
CCOc1ccc(NC(=O)c2cc3c(C)nc4ccccc4c3o2)cc1,i,0.62,-0.5
CC(=O)NCCn1c(SCC(=O)NCc2ccco2)nc2ccccc2c1=O,i,-1.02,-2.3
COc1cccc(CN(C)CC(=O)NC(=O)NCc2ccco2)c1,i,0.07,3.5

# Remaining list, next part:
SMILES,KCNQ2 block,Kir21 block,STK33 kinase inh
O=C(NCCCn1ccnc1)c1ccc(F)cc1,i,-1.09,0.0
O=C1C(Cl)=C(N2CCCCC2)C(=O)C(Cl)=C1c1cnc(N2CCCCC2)s1,i,-0.81,nt
COc1ccc(Cn2c(-c3ccc(OC)cc3)nc3c(c(=O)c4ccccc4n3C)c2=O)cc1,i,0.06,-3.8
Nc1ccc(C(=O)c2cccs2)cc1,i,1.6,nt
COc1ccc(S(=O)(=O)Nc2ccccc2C(=O)N2CCOCC2)cc1C,i,0.64,0.6
CC1CCCCC1NC(=O)CN1C(=O)NC(Cc2ccccc2)(Cc2ccccc2)C1=O (stereo not given),i,-1.52,-1.1
CCN(CC)C(=O)CSC1=Nc2ccccc2C2=NC(Cc3c[nH]c4ccccc34)C(=O)N12 (stereo not given),i,1.57,1.2
Cc1ccc(N(CC(=O)NCC(O)c2ccccc2)S(=O)(=O)c2ccc(C)cc2)cc1 (stereo not given),i,0.02,-1.1
CCn1c2ccccc2c2nn(C)c(=N)nc21,i,0.47,-0.9
CCCOC(=O)NC1CCS(=O)(=O)C1 (stereo not given),i,1.11,-1.8
Cc1ccc(C(C)C)cc1S(=O)(=O)NCc1cccnc1,i,-1.61,-0.9
CCCCCCNC(=O)CNC(=S)N(Cc1cccs1)C1CCCCC1,i,1.04,0.1
CC(C)c1nc2oc3c(N(C)CCO)ncnc3c2c2c1CCC2,i,-0.3,-1.7
O=[N+]([O-])c1ccc(N2CCCC2)nc1N1CCCC1,i,-0.02,-0.9
COc1ccc(-c2csc(N(CCCN(C)C)C(=O)c3ccc(C)cc3)n2)cc1,i,-2.95,-0.4
O=C(Nc1cc(Cl)ccc1N1CCOCC1)c1cccnc1,i,-3.14,-1.6
O=C(CN(C1CCCCC1)S(=O)(=O)c1ccc(Cl)cc1)NCc1ccncc1,i,-0.1,-1.6
CCc1nnc(NC(=O)C2CCCN2S(=O)(=O)c2ccc(F)cc2)s1 (stereo not given),i,1.15,-0.3
O=C1CCCc2oc3c(c21)CCCC3,i,1.41,-1.2
Cc1cc([N+](=O)[O-])nn1CC(=O)N/N=C/c1ccc(O)cc1O,i,0.82,1.5
CCOC(=O)c1ccc(CC(=O)c2oc3cc(O)ccc3c2C)o1,i,-0.08,-2.3
CCOc1ccc(NC(=O)Cn2nnc(C(=O)NCCc3ccc(OC)c(OC)c3)c2N)cc1,i,1.27,1.9
O=C(Nn1c(-c2ccccc2)nc2ccccc2c1=O)c1ccco1,i,-1.27,-1.5
C[N+](C)(C)CCN1C(=O)CSC1=O,i,2.16,-0.6
O=C1NCCN(Cc2cccc(Oc3ccccc3)c2)C1CC(=O)N1CCCCC1 (stereo not given),i,0.93,-2.4
CCCNC(=O)CSc1nc(COc2ccccc2)nc2ccccc12,i,-2.06,-0.2
CN(C)CCN(C(=O)/C=C/c1cccs1)c1nc2c(F)cc(F)cc2s1,i,-1.83,nt
CC1=NN(C(=O)c2csc(C)c2)C(O)(C(F)(F)F)C1 (stereo not given),i,1.28,-0.4
Cc1ccccc1C(=O)O/N=C(\N)c1ccncc1,i,-0.05,0.0
CC(CC(=O)Nc1cc(C(F)(F)F)ccc1Cl)c1ccccc1 (stereo not given),i,0.19,-1.4
CCN(CC)CCCNc1oc(/C=C/c2ccccc2)nc1C#N,i,-0.25,-1.1
CC(=O)Oc1ccc(-c2csc(Nc3cccc(C)n3)n2)cc1,i,-0.45,-3.5
Oc1c(C(c2cccs2)N2CCN(c3cccc(Cl)c3)CC2)sc2ncnn12 (stereo not given),i,-0.72,0.5
CC(=O)N1CC2(C)CN(C(C)=O)CC(C)(C1)C2O (stereo not given),i,0.4,0.3
Cc1ccc(S(=O)(=O)N2CCC(C(=O)Nc3ccccc3N3CCCC3)CC2)cc1C,i,-1.66,-0.9
Clc1nc(Cl)nc(NCCC2=CCCCC2)n1,i,-0.28,-1.6
COc1cccc(C(=O)Nc2cccc(C(C)=O)c2)c1,i,0.17,3.8
Cc1ccc(NC(=O)CSc2nccn2C)cc1S(=O)(=O)N1CCOCC1,i,0.76,-1.7
CCOc1cc(Br)c(C(=O)O)cc1OCC,i,-1.26,0.2
COc1cccc(C(=O)Nc2cccc3ccccc23)c1OC,-6.19*,0.68,0.3
CC(C)Cn1c(=O)c2c(nc3n2CCS3)n(C)c1=O,i,-1.67,-0.8
Cc1noc(/C=C/c2cccnc2)c1[N+](=O)[O-],i,-1.29,2.0
CCNc1nc(NC(C)(C)C)nc(N2CCCCC2)n1,i,-1.18,-0.3
COc1ccc(/C=N/NC(=O)c2cc(Br)ccc2O)cc1Cn1cc(Cl)cn1,i,-1.1,-2.0
COc1ccc(OC)c(NC(=O)Cc2c(C(=O)O)n(C)c3ccccc23)c1,i,-0.67,-0.6
CO/N=C/NC(=O)Cc1cn(-c2ncc(C(F)(F)F)cc2Cl)c2ccccc12,i,-0.75,-0.3
O=[N+]([O-])c1ccc(N2CCOCC2)cc1NC(c1ccccc1)c1ccccc1,i,0.78,-1.1
CCN(CC)c1ccc(/C=N/n2nnnc2N)c(O)c1,i,-1.48,-0.7
Cc1ccc(C(=O)c2coc3cc([N+](=O)[O-])c(O)c([N+](=O)[O-])c23)cc1,i,-0.41,-0.8
CC(C)Cc1cc(C(=O)NCc2cccs2)no1,i,-1.23,-0.2

# The list goes on:
SMILES,KCNQ2 block,Kir21 block,STK33 kinase inh
COc1ccccc1C(=O)N(Cc1ccc(C)o1)C1CCS(=O)(=O)C1 (stereo not given),i,-0.44,-0.5
Cc1cc(C(F)F)n2nc(C(=O)Nc3cccnc3Cl)nc2n1,i,0.95,-5.1
CCOC(=O)c1c(C)[nH]c(C(=O)OC)c1CCC(=O)OC,i,-0.88,1.5
Cc1n[nH]c(C)c1S(=O)(=O)N1CCC(C(=O)O)CC1,i,1.1,-1.5
Cc1ccccc1NC(=O)N1C2CCCC1CC(NC(=O)C(C)(C)C)C2 (stereo not given),i,-0.47,nt
Cc1c(C(=O)O)oc2ccc(S(=O)(=O)N3CCCC3)cc12,i,-0.69,1.5
COc1ccc(NC(=S)NC2CCCCC2)c(OC)c1,i,-1.53,0.1
O=C(c1cc(-c2ccccn2)nc2ccc(Br)cc12)N1CCN(S(=O)(=O)c2ccccc2)CC1,i,-0.01,0.7
Cc1ccc(S(=O)(=O)Nc2ccc(C(=O)N3CCCC3)cc2)c(C)c1NS(C)(=O)=O,i,-0.19,-1.4
N#C/C(=C\c1c(N2CCOCC2)nc2ccccn2c1=O)C(=O)NC1CCS(=O)(=O)C1 (stereo not given),i,-0.59,-1.6

# Quoted from the results shown, 3 compounds:
SMILES,KCNQ2 block,Kir21 block,STK33 kinase inh
Cc1ccccc1NC(=O)N1C2CCCC1CC(NC(=O)C(C)(C)C)C2 (stereo not given),i,-0.47,nt
Cc1c(C(=O)O)oc2ccc(S(=O)(=O)N3CCCC3)cc12,i,-0.69,1.5
COc1ccc(NC(=S)NC2CCCCC2)c(OC)c1,i,-1.53,0.1

# (listing goes on)
SMILES,KCNQ2 block,Kir21 block,STK33 kinase inh
CCN1C(=C2C(=O)c3ccccc3C2=O)C=Cc2ccccc21,i,-3.02,0.4
CC(C)CCNC(=O)C(=O)NCCC1=CCCCC1,i,0.39,-1.1
O=C(Nc1nc2cc3c(cc2s1)OCCO3)c1ccncc1,i,-1.35,0.9
Cc1ccc(S(=O)(=O)NCc2ccc(C(=O)NC3CC3)cc2)cc1,i,0.66,-1.0
CCCCn1c(-c2cccc(F)c2)nc2c1c(=O)[nH]c(=O)n2CC(C)C,i,0.91,0.2
Cc1oc(-c2ccccc2)cc1C(=O)NC1CCN(Cc2ccccc2)CC1,i,-0.64,0.4
O=C(Nc1nnc(-c2ccc(F)cc2)s1)Nc1ccccc1F,i,0.07,-2.8
COc1ccc(N2CCN(CCC(O)c3ccc4ccccc4c3)CC2)cc1 (stereo not given),i,-0.83,-0.3
CC(=O)NCCNc1nc2c(-c3ccccc3)nnn2c2ccccc12,i,0.43,-2.2
Cc1ccc(S(=O)(=O)/C(C#N)=C/c2c(N3CCC(C(N)=O)CC3)nc3c(C)cccn3c2=O)cc1,i,1.06,-1.5
Cc1cc(C)cc(N=C2SC(CC(=O)Nc3ccccc3)C(=O)N2CCN2CCOCC2)c1 (stereo not given),i,0.64,-2.5
